SRC2 inh: inhibits human steroid receptor coactivator 2 | Q15596 | HEK293 GAL4-SRC2 luciferase reporter, luminescence | inhibition, % at 9 µM | 370,000 compounds, 0.17% hits | AID 651957;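 active = inhibition above the mean inhibition of all tested compounds plus 3 SD, set per campaign, cut at about 52% in these data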;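 also: 0% = DMSO treated cells and 100% = cells given Gossypol at 36 µM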
ABCB6 inh 2: blocks the human ABCB6 transporter. K562-ABCB6 porphyrin accumulation, flow cytometry, 1 h; active compounds read low. fluorescence ratio to DMSO, % at 10 µM. 360,000 compounds, 0.19% hits. AID 602162;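 active = fluorescence ratio to DMSO below 75%, the collection mean minus 3 SD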;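 also: signal is porphyrin accumulated inside mitochondria; 100% equals median channel fluorescence of DMSO control wells; lower ratio means ABCB6 inhibition with less porphyrin fluorescence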
Cardio protect: protects H9c2 cardiomyocytes from peroxide injury; 360,000 compounds, 0.63% hits; H2O2 injury protection, ATPLite, 2 h; protection from H2O2 cell death, % at 20 µM; AID 588492;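 active = compounds giving at least 50% protection of heart cells from peroxide-induced death in the single-dose screen, raw or plate-pattern-corrected value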;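 also: 0% = DMSO wells with peroxide and 100% = DMSO wells without peroxide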
MC4R ag barr: human MC4R agonism via beta-arrestin; P32245; U2OS MC4R beta-arrestin complementation, luminescence; percent of melanotan II response, DMSO zero; activation, % at 8.9 µM; 360,000 compounds, 0.98% hits; AID 540308;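 active = activation above a per-plate cutoff, the mean activation of sample wells on that plate plus 3 SD, cut at about 8% in these data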
ABHD5-PLIN5 inh: ABHD5-PLIN5 protein interaction inhibition; Split G. princeps luciferase complementation, luminescence, 4 h; inhibition, % at 4 µM; 360,000 compounds, 0.78% hits;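 active = inhibition above the mean inhibition across every tested compound plus 3 SD, cut at about 22% in these data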;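 also: 0% = DMSO only wells and the 100% control is not disclosed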
Target sequence (Q00G26 whole entry, looked up): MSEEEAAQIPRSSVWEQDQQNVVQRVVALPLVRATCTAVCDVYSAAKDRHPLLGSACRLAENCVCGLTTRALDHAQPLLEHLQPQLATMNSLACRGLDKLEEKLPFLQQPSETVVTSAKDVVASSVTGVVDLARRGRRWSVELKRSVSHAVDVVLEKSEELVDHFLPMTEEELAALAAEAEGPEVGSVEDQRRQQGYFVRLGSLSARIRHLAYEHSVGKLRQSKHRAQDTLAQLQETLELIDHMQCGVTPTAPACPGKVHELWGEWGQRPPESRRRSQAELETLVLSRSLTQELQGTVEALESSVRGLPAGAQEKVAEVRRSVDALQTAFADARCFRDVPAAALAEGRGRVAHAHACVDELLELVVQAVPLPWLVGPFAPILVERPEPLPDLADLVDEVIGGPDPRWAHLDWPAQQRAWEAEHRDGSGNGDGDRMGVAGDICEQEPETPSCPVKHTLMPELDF
Target sequence (Q8WTS1 whole entry, looked up): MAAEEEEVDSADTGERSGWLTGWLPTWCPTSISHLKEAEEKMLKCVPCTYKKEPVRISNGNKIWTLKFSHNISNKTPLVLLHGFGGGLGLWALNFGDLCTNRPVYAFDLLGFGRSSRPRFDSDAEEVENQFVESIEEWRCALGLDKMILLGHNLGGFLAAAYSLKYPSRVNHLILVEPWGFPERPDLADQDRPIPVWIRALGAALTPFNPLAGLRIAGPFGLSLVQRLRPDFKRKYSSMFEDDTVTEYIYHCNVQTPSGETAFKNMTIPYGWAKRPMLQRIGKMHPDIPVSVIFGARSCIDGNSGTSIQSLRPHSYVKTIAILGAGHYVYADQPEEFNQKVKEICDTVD
Glyco luc inh: blocks N-linked glycosylation in D54 reporter cells; reporter increase, % at 12.5 µM; 360,000 compounds, 0.23% hits; D54 ERlucT glycosylation luciferase reporter, 24 h; percent of 100 nM tunicamycin response;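 active = mean luciferase reporter signal, scaled so untreated is 0 and the glycosylation-blocking control 100, at or above a set limit in every replicate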;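 also: luciferase carries N-glycosylation sites so blocking glycosylation raises the light; 0% = median of neutral control wells and 100% = median of 100 nM tunicamycin wells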
m5-HT2A agonist: agonists of mouse serotonin 5-HT2A receptor (HTR2A). CHO-K1 mHTR2A beta-arrestin complementation, luminescence; percent of 30 µM serotonin response. activation, % at 7.6 µM. 360,000 compounds, 0.66% hits. AID 624169;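 active = activation above a run cutoff, the mean activation of all tested compounds plus 3 SD, cut at about 14% in these data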;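 also: 0% = plate median of compound wells and 100% = 30 µM serotonin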
MC4R antag cAMP: human MC4R antagonism in cAMP assay; MC4R-expressing cells, MTII-stimulated cAMP, LANCE TR-FRET; inhibition, % at 6.5 µM; 360,000 compounds, 0.48% hits;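 active = inhibition above its plate's cutoff, the mean of tested wells on that plate plus 3 SD, cut at about 29% in these data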;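 also: 0% = Melanotan II alone and 100% = Melanotan II plus saturating MCL0020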
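Material: human MC4R-expressing U2OS cells. Probe or stimulus: Melanotan II challenge. Dosing: 6.5 µM single dose. Times: 30-min compound, 1-h challenge, 1-h detection, room temperature. Technique: TR-FRET with Eu-cAMP and labeled anti-cAMP, 671 nm. Replication: singlicate.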
NOD2 RIPK2 PPI: NOD2-RIPK2 protein interaction inhibition. O43353. CHO BLA complementation NOD2-RIPK2, CCF4 ratio. inhibition, % at 4.98 µM. 360,000 compounds, 0.38% hits; in the data active = inhibition above about 21%;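 also: 0% = vehicle only and 100% = reference blocker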
TLR9-MyD88 inh: blocks human TLR9 binding to MyD88 | Q9NR96+Q99836 | AID 504734 | 340,000 compounds, 0.21% hits | CHO BLA complementation TLR9-MyD88, CCF4 FRET ratio | inhibition, % at 4.98 µM;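 active = inhibition above the mean over all tested compounds plus 3 SD, cut at about 21% in these data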;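 also: 0% = DMSO only wells and 100% = clavulanate BLA inhibitor control wells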
* hit, by the source's call; nt = not tested or not shown.

smiles,SRC2 inh,ABCB6 inh 2,Cardio protect,MC4R ag barr,ABHD5-PLIN5 inh,Glyco luc inh,m5-HT2A agonist,MC4R antag cAMP,NOD2 RIPK2 PPI,TLR9-MyD88 inh
COc1ccc(NC(=O)CSc2nc3c(c(=O)n2-c2ccc(F)cc2)SCC3)c(OC)c1,-10,99,-2,-0.1,2,4,-3,-6,0,-2
COC(=O)CN(c1ccc(OC)c(OC)c1)S(C)(=O)=O,17,103,-4,-3.0,1,0,0,10,-5,5
O=C1NC[C@@H](CCCCN2C[C@H](Cc3ccc(O)cc3)N(CCC3CCCCC3)C(=O)C2=O)N(CCc2ccc(O)cc2)C1=O,-16,97,nt,nt,3,nt,0,nt,7,nt
COc1ccc(OCCC(=O)OCC(=O)Nc2cccc(Br)c2)cc1,-3,97,-6,-1.2,3,0,2,6,9,8
CCN1CCN(C(=O)c2nn(-c3ccc(OC)cc3)c(=O)c3c2c2ccccc2n3C)CC1,5,100,7,-2.2,0,4,-4,1,-13,-9
O=C(N/N=C/c1cc([N+](=O)[O-])ccc1O)/C(=C\c1cccs1)NC(=O)c1ccccc1,19,106,55*,-2.1,12,3,1,14,-4,3
COc1ccc(CCN2CC(C(=O)N(C)Cc3ccccn3)CCC2=O)cc1 (centres undefined),3,103,7,0.0,3,1,4,-1,-5,2
O=C(NCC(=O)N1CCC2(CC1)NCCc1[nH]cnc12)c1ccc(Br)cc1,-30,101,-2,-2.7,-3,1,0,1,-5,10
COc1cc(NC(=O)CSc2nc(C)cc(C)n2)cc(OC)c1OC,-4,100,-2,-2.3,-6,0,8,-4,-2,-12
COC(=O)CN1C(=O)COc2ccc(Cl)cc21,5,102,0,-1.3,-1,0,2,4,-12,-1
Cc1cccc(N2CCN(Cc3nc(-c4ccccc4Cl)oc3C)CC2)n1,11,92,-3,-0.9,-4,-1,-1,6,-4,-149
CC1CC(=S)Nc2ccccc2N1Cc1ccccc1 (centres undefined),3,97,3,-0.7,4,-13,-4,4,-7,6
O/N=C1\CCCc2nnc3c(c21)CCCC3,-13,102,-8,-1.9,-2,1,2,9,-1,3
CC(=O)c1c(C)nc2ccc(C)cc2c1-c1ccccc1,-19,98,2,0.0,-6,1,-3,10,-3,3
Cc1ccc2nc(Nc3nc(CSc4nnnn4-c4ccccc4)cc(=O)[nH]3)nc(C)c2c1,-33,95,12,0.7,-4,4,4,16,7,-7
COc1ccc(CCNC(=O)c2nc3ncccn3n2)cc1OC,-14,100,14,-1.2,1,0,2,4,-14,-3
c1ccc2nc3c(cc2c1)CCCCCC3,-9,94,-4,0.7,-5,0,3,18,3,8
COc1cc(NC(=O)c2cc(C)no2)c(OC)cc1Cl,-10,98,0,0.2,0,1,1,1,-4,4
COc1ccc(NC(=S)Nc2ccc(OCc3ccccc3)cc2)c(OC)c1,9,100,-20,8.1,0,-4,-5,2,-4,-4
CCCC1NC(=O)c2cccnc2-n2c1nc1ccc(OC)cc1c2=O (centres undefined),-29,99,-10,0.3,-3,2,-2,7,5,3
O=C(O)CCC(=O)NNc1nc(-c2ccccc2)c2cc(Cl)ccc2n1,-26,101,14,-0.3,2,3,3,3,-5,-7
Cc1noc(C)c1NC(=O)Nc1ccc2c(c1)C(=O)N([C@H](C)CO)C[C@H](C)[C@@H](CN(C)C(=O)Nc1ccc(C(F)(F)F)cc1)O2,20,97,-3,1.8,-1,1,4,0,0,-7
CC(=O)CCc1c[nH]c2c(C(=O)O)cccc12,-10,103,5,-0.1,-1,1,-1,12,3,-6
N#CC1=C(N)NC(=S)C(C(N)=O)C1c1ccccc1F (centres undefined),2,99,-2,0.9,38*,1,-2,2,-11,1
CC(C)c1ccc(NC(=S)N2CCCC(c3ccc(F)cc3)=N2)cc1,3,101,-12,-1.2,-1,0,-5,4,3,19
CCOc1ccc(Cl)cc1-c1cc(C(=O)NCC2CCCCC2)[nH]n1,20,101,-13,0.8,-5,-1,-9,-3,-7,nt
CCN(CC(=O)NCc1ccc(F)cc1)C(=O)c1ccc(COc2ccccc2)cc1,-63,99,-2,-0.9,-5,0,-12,-1,2,-6
CCCOc1ccc(CNC(=O)Cn2ncc3ccccc32)cc1,-13,91,-2,-1.1,-4,0,-2,16,5,5
COc1ccccc1-n1c(SCC(=O)NC2CCS(=O)(=O)C2)nc2cc([N+](=O)[O-])ccc21 (centres undefined),17,97,1,-2.4,3,-3,-1,6,9,13
Cc1ccc(OCCNC(=O)c2ccc(C)o2)cc1,-9,102,-2,-1.1,11,-3,-9,4,-12,-15
CC(NC(N)=O)C(=O)OCC(=O)c1ccc(-c2ccccc2)cc1 (centres undefined),-21,95,8,-4.2,-6,1,-8,0,1,-1
OC1(c2ccc(F)cc2)CCN(Cc2cccnc2)CC1,3,97,-2,-1.0,-10,0,-3,0,10,-10
OCCC1CN(Cc2nc3ccccc3[nH]2)CCN1C1CCCC1 (centres undefined),-2,99,-4,-0.4,-1,1,-6,2,-6,4
Cc1ccnc(NS(=O)(=O)c2ccc(N3C(=O)C4CCCCC4C3=O)cc2)n1 (centres undefined),9,96,12,-0.9,-1,1,0,6,5,11
O=C(c1ccco1)N1CCN(Cc2cccc(C(F)(F)F)c2)CC1,0,92,0,-0.3,-2,0,11,2,1,2
COc1ccccc1C(=O)N/C(=C\c1cn(S(=O)(=O)N(C)C)c2ccccc12)C(=O)N1CCN(C)CC1,12,98,16,-0.1,6,1,-2,12,14,2
Cc1ccc(NC(=O)CN2C(=O)S/C(=C\C(=O)Nc3ccc(Cl)cc3)C2=O)cc1,-8,101,3,2.0,-1,8,1,9,-3,3
Cc1ccc2c(c1)[C@H]1[C@H](CO2)[C@H](c2ccccc2)[C@]2(C)C(=O)N(CC3CCCO3)CC(=O)N12 (some centres undefined),10,99,1,-0.4,1,0,18*,7,1,-10
Cc1cccc(NC(=O)/C(C#N)=C\c2ccc(C(=O)O)cc2)c1,-16,98,-1,-0.7,11,1,-1,14,2,3
Cc1cc(C(=O)CN2C(=O)c3ccccc3C2=O)c(C)n1Cc1cccs1,20,100,-7,-3.0,4,-19,-1,1,-3,1
N#Cc1c(NC(=O)C2CC(Cl)=CCC2C(=O)O)sc2c1CCCC2 (centres undefined),23,94,0,0.0,-6,0,2,25,-15,-10
O=C(CSc1ccc(-c2ccccc2)nn1)c1ccccc1,-2,101,1,-2.5,5,7,-2,-5,3,-5
NC(=S)NN=C1c2cc(Cl)ccc2-c2c1cc(Cl)cc2[N+](=O)[O-],nt,86,-14,-1.5,-17,2,1,-2,-1,2
Cc1cccc(OCc2nc(C#N)c(NCc3ccc4c(c3)OCO4)o2)c1,-4,93,-6,-0.8,-9,-2,-4,-4,-5,8
CCOc1cc(/C=N/N=C(\N)c2nonc2N)cc(Br)c1OCc1cccc2ccccc12,-14,96,10,31*,-1,0,3,1,3,-2
CC1=C(C(=O)N2CCOCC2)CC(CC(=O)NCc2cccc3ccccc23)C(=O)N1CCCN1CCCC1=O (centres undefined),12,101,5,-1.2,-9,3,2,-1,2,2
CC(C)CC(c1nnnn1C(C)C)N1CCN(c2cccc(Cl)c2)CC1 (centres undefined),-11,97,-6,-1.5,3,-4,-2,13,4,4
CC1=C(C(=O)OC(C)C)C(c2ccccc2)NC(=S)N1C (centres undefined),5,97,-4,-3.0,-3,0,6,-5,-7,-3
COc1ccc(/C=C(\NC(=O)c2ccc(Cl)cc2)C(=O)NCCCN2CCOCC2)cc1OC,5,97,1,-0.9,3,3,4,-1,0,-5
CCc1cc(=O)oc2cc(OC(C)C(=O)NCCCn3ccnc3)ccc12 (centres undefined),11,102,3,0.1,8,2,-3,-10,-3,-5
CC(C)C(=O)Nc1ccc(S(=O)(=O)N2CCC(c3nc4ccccc4[nH]3)CC2)cc1,5,100,12,1.2,-4,-4,-13,-1,-11,3
CCOC(=O)c1ccc(NC(=O)C2CCCN(c3cnccn3)C2)cc1 (centres undefined),-15,102,-3,-3.5,-3,1,-8,4,-1,2
COc1ccc(NC(=O)CSc2nnc(NC(=O)c3ccc(S(=O)(=O)N4CCOCC4)cc3)s2)cc1,-19,93,-7,-0.3,1,0,4,1,3,-1

A stretch taken from the entries so far, for reference:
smiles,SRC2 inh,ABCB6 inh 2,Cardio protect,MC4R ag barr,ABHD5-PLIN5 inh,Glyco luc inh,m5-HT2A agonist,MC4R antag cAMP,NOD2 RIPK2 PPI,TLR9-MyD88 inh
Cc1ccc2c(c1)[C@H]1[C@H](CO2)[C@H](c2ccccc2)[C@]2(C)C(=O)N(CC3CCCO3)CC(=O)N12 (some centres undefined),10,99,1,-0.4,1,0,18*,7,1,-10
Cc1cccc(NC(=O)/C(C#N)=C\c2ccc(C(=O)O)cc2)c1,-16,98,-1,-0.7,11,1,-1,14,2,3
Cc1cc(C(=O)CN2C(=O)c3ccccc3C2=O)c(C)n1Cc1cccs1,20,100,-7,-3.0,4,-19,-1,1,-3,1
N#Cc1c(NC(=O)C2CC(Cl)=CCC2C(=O)O)sc2c1CCCC2 (centres undefined),23,94,0,0.0,-6,0,2,25,-15,-10
O=C(CSc1ccc(-c2ccccc2)nn1)c1ccccc1,-2,101,1,-2.5,5,7,-2,-5,3,-5
NC(=S)NN=C1c2cc(Cl)ccc2-c2c1cc(Cl)cc2[N+](=O)[O-],nt,86,-14,-1.5,-17,2,1,-2,-1,2
Cc1cccc(OCc2nc(C#N)c(NCc3ccc4c(c3)OCO4)o2)c1,-4,93,-6,-0.8,-9,-2,-4,-4,-5,8
CCOc1cc(/C=N/N=C(\N)c2nonc2N)cc(Br)c1OCc1cccc2ccccc12,-14,96,10,31*,-1,0,3,1,3,-2

Screening data from PubChem BioAssay.

Some of the compounds tested. The share of hits here may be higher or lower than overall.
